# Screening data deposited in PubChem by several laboratories.
# SR-BI uptake up = enhances SR-BI lipid uptake from DiI-HDL | CHO ldlA[mSR-BI] cells, DiI-HDL uptake fluorescence, 3 h; 100 = double the neutral-control signal | activation, % at 12.5 µM | 0.096% of 320,000 active;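 active = mean replicate activation of at least 60% and every replicate at or above 60%; inconclusive = mean or all-replicate condition met, but not both; inactive = mean below 60% and not all replicates reaching 60%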;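 note: 0% = median plate neutral-control signal and 100% = twice that signal; values of inactives mirror those of a sister screen read the other way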
#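 material = CHO ldlA[mSR-BI] cells | medium = Ham's F12 with 0.5% BSA, HEPES 25 mM, pH 7.4 | reagent = fluorescent DiI-HDL, 10 µg/mL final | compound dosing = single-point compound dose | incubation = 3 h, 37 °C | measured by = bottom-read fluorescence, 550/595 nm | measure = HDL uptake via cellular fluorescence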
# CAL PDZ FP-1 = blocks peptide binding to the human CAL PDZ domain. Q9HD26. purified CAL PDZ, TMR-peptide fluorescence polarization, 1 h. inhibition, % at 24.9 µM. 0.92% of 300,000 active. AID 602252;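 active = mean inhibition of at least 30% with at least half of replicates also reaching 30%; inconclusive = no clear call, values can overlap the other calls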;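 note: 0% = DMSO neutral control and 100% = excess unlabeled competitor peptide PRC23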
# CAL PDZ FP-2 = human CAL PDZ-peptide interaction inhibition; Q9HD26; purified CAL PDZ, TMR-peptide fluorescence polarization, 1 h; inhibition, % at 20 µM; 0.02% of 330,000 active; AID 504414;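 active = highest replicate inhibition of at least 40%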;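 note: plate controls were DMSO neutral control wells for no effect and unlabeled competitor peptide control wells for full effect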
#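 Test system: purified CerCALP PDZ construct; Compound dosing: one concentration, 20 µM compound; Also added: TMR-labelled reporter peptide T*-PRC34 bound in PDZ groove; Read-out: inhibition from polarization loss; Controls: unlabelled peptide and DMSO controls; Signal: FP readout, S and P plane fluorescence; Incubation: 1 h at RT.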
# Cardiac RTF inh = cardiac RTF calcium desensitization | AID 493244 | inhibition, % at 7.15 µM | P19429+P45379 | IANBD-labeled cardiac RTF, Ca2+ fluorescence | 0.12% of 340,000 active;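 active = inhibition above the mean inhibition of all tested compounds plus 3 SD, cut at about 17% in these data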;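 note: assay run at fixed EC70 calcium of 1.6 mM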
# C-LANA FP = blocks KSHV LANA C-terminal domain binding to DNA | MBP-C-LANA/FAM-LBS DNA binding, fluorescence polarization | inhibition, % at 9 µM | 0.078% of 340,000 active | AID 504423;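 active = highest replicate inhibition at or above 60% at 9 µM, even if other replicates fall short; inactive = all replicates below 60% inhibition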;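 note: 0% = neutral control wells and 100% = 4 µM acridine orange control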
# RTF Ca sens act = increases calcium sensitivity of human cardiac regulated thin filaments | IANBD-labeled TnC RTF fluorescence at EC20 calcium; 0% EC20 calcium, 100% full calcium | activation, % at 7.2 µM | 0.24% of 340,000 active | AID 493008;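 active = activation above the mean over all tested compounds plus 3 SD, cut at about 30% in these data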;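 note: rise in fluorescence read as greater calcium sensitivity of cardiac thin filaments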
# PKA-R2B activ = activators of human PKA-R2B complex. P22694+P31323. PKA-R2B holoenzyme dissociation, Cy5-IP20 fluorescence polarization; R2B truncated from residue 108, S112A mutant; 0% DMSO only, 100% 113 µM cGMP. activation, % at 11.4 µM. 0.079% of 340,000 active;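 active = activation above a cutoff set at the mean over all compounds plus 3 SD, cut at about 18% in these data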;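 note: higher means more holoenzyme dissociation and a rise in polarization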
# Target sequence (P31323 whole entry, looked up, other chains not shown, the tested form may be a part): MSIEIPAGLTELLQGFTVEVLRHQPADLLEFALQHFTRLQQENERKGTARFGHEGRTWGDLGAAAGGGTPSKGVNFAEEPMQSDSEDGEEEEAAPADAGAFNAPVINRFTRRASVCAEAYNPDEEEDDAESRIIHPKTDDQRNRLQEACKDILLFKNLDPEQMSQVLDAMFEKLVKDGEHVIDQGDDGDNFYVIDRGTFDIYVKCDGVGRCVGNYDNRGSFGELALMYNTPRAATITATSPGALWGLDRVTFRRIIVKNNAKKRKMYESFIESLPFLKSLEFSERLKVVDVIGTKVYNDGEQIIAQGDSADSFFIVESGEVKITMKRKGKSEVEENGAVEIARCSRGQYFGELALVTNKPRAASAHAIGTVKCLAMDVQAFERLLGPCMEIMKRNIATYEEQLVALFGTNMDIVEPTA
# Rtt109 Vps75 = inhibitors of Candida albicans Rtt109/Vps75 histone acetyltransferase. inhibition, % at 34.9 µM. purified Rtt109/Vps75, ThioGlo CoA-SH fluorescence, 4 h. 0.16% of 330,000 active;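 active = inhibition of at least 50% in every replicate; inconclusive = best replicate reaches 50% inhibition but some replicates fall short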
# Target sequence (Q5AAJ8 whole entry, looked up): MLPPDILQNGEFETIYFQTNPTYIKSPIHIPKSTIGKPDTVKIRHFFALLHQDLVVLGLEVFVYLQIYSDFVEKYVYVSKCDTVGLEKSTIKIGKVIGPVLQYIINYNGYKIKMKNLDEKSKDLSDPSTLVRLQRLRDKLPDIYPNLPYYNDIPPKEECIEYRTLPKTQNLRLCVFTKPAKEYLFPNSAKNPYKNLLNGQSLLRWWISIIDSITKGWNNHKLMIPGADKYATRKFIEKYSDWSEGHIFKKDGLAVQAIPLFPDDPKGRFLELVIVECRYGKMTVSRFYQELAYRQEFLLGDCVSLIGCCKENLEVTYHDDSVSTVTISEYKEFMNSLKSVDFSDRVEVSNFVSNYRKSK
# Keap1 Nrf2 FP = Keap1-Nrf2 (human) interaction inhibition; Keap1 Kelch-Nrf2 peptide fluorescence polarization, 1536-well; Q14145; AID 504523; inhibition, % at 9.4 µM; 0.15% of 340,000 active; in the data active = inhibition above about 12%; inconclusive = no clear call, values can overlap the other calls; inactive = below about 7.3%;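 note: human Keap1 Kelch domain with fluorescein labeled Nrf2 9mer peptide probe; 0% = neutral control wells and 100% = peptide positive control; higher means more block of Keap1 binding to Nrf2 peptide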
# DAGLB inhibitor = blocks human DAGLB lipase activity; Q8NCG7; HEK293T DAGLB membrane lysate, EnzChek fluorogenic substrate; inhibition, % at 5.17 µM; 0.059% of 340,000 active; in the data active = inhibition above about 34%;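 note: 0% = enzyme with vehicle and 100% = wells lacking enzyme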
# The depositor's hits bear a star; u = inconclusive; x = no result given. Hits appear at their usual frequency; 1.6% or so of the library scored in one or more.
SMILES,SR-BI uptake up,CAL PDZ FP-1,CAL PDZ FP-2,Cardiac RTF inh,C-LANA FP,RTF Ca sens act,PKA-R2B activ,Rtt109 Vps75,Keap1 Nrf2 FP,DAGLB inhibitor
COc1ccc(CCNC(=O)C2CCN(S(=O)(=O)c3ccc(F)cc3)CC2)cc1,-13,-2,x,-7,3.2,-13,0,3,-1,-1
CC(OC(=O)c1oc2ccccc2c1CSC1CCCCC1)C(=O)NC(N)=O (stereo unspecified),-19,0,-0.7,-4,0.4,2,-5,3,1,-1
CCC(C)(C)NC(=O)C(c1cccn1C)N(Cc1ccccc1)C(=O)Cn1nnc2ccccc21 (stereo unspecified),34,-3,-0.6,-1,-0.3,-7,-3,1,2,-4
COc1ccc(C(=O)NC(=S)N2CCN(c3ccccc3OC)CC2)cc1,-5,0,-3.2,7,-0.6,-7,-5,20,1,-5
COC(=O)CC1=C(C)C(=O)CC2C(C)(C)CCCC12C (stereo unspecified),-1,-3,-1.7,0,1.0,4,-1,-1,1,-4
COc1ccc(CNC(=O)c2ccc3c(=O)n(CCCN4CCCC4=O)c(=S)[nH]c3c2)cc1,-4,6,-3.4,0,-1.6,-4,-5,1,2,-1
COCCNC(=O)C1CCC(=O)N(c2ccc(OC)cc2)C1c1ccc(OC)c(OC)c1 (stereo unspecified),3,-19,0.0,10,2.0,-1,7,3,1,-2
CCCOc1cccc(C2C(C(=O)c3ccco3)=C(O)C(=O)N2c2nnc(C)s2)c1 (stereo unspecified),9,4,-0.3,-11,1.2,12,0,-2,-7,2
Cc1ccn(CCC(=O)O)n1,19,0,-3.0,5,-0.6,-2,-6,0,-4,-1
O=C(CC(C(=O)O)c1ccc(Cl)cc1Cl)c1ccc(Cl)cc1 (stereo unspecified),10,-1,-1.2,-2,-3.5,-1,-6,3,3,9
CCC(=O)Nc1ccc(S(=O)(=O)Nc2ncccn2)cc1,20,1,-0.7,-6,-0.9,14,0,-4,-3,2
COc1cc(C)c(C(C)C)cc1S(=O)(=O)NC1CC(C)(C)NC(C)(C)C1,33,-5,-1.2,-3,-3.6,-4,-10,-4,1,-3
CCN(CCCNC(=O)c1[nH]c(C)c(C(C)=O)c1C)c1cccc(C)c1,x,-4,0.8,6,-1.4,9,-13,-1,-2,-1
CN(C)c1ccc(-c2noc(C3CCN(S(=O)(=O)c4cccc(Cl)c4)CC3)n2)cc1,-20,-4,-2.8,1,0.8,4,6,3,-2,-1
COc1ccc(OC)c(NC(=S)NCc2ccccc2OC)c1,-25,2,-1.4,-1,-0.6,0,2,-2,0,-1
COc1ccc(S(=O)(=O)NCC(=O)Nc2ccc(F)cc2)cc1,x,x,0.3,2,13,-1,-8,-1,1,1
CC(NC(=O)c1ccc(=O)oc1)c1ccccc1 (stereo unspecified),-1,-2,0.3,-5,0.0,0,3,7,-5,2
Cc1ccc(CON=C2CCN(c3ncc(C(F)(F)F)cc3Cl)CC2)cc1,-5,-3,0.2,0,-0.3,-3,-7,0,-3,-6
O=C1NC(c2ccc(Br)cc2)Nc2sc3c(c21)CCC3 (stereo unspecified),-14,-3,-0.8,-2,2.1,2,1,2,-4,-2
COCCCNC(=O)CC(NS(=O)(=O)c1ccc(Cl)cc1)c1ccc(OC)cc1 (stereo unspecified),-10,0,-2.1,-4,0.9,10,-6,x,-5,2
CC(C)(C)c1ccc(OCCC(=O)NNC(=O)c2ccncc2)cc1,4,-2,-2.8,-7,1.0,0,-3,26,0,1
CCN(C[C@H]1N[C@@](Cc2ccccc2)(C(=O)OC)[C@H]2C(=O)N(Cc3ccccc3)C(=O)[C@@H]12)S(=O)(=O)c1ccc(F)cc1,u,-16,-1.5,-15,-1.0,-1,-8,-5,-6,-4
O=C(Nc1nc2c(F)cccc2s1)C1CC1,6,-2,-0.8,-2,0.0,-1,1,-10,0,0
N#C/C(=N\O)c1nc2ccccc2[nH]1,1,-3,-2.0,8,1.7,-3,9,5,-2,-1
Cc1cc(NC(=O)CSc2nc3c(c(-c4cccnc4)c2C#N)CCC3)no1,5,2,-0.3,-2,0.6,-1,-3,5,5,2
SMILES,SR-BI uptake up,CAL PDZ FP-1,CAL PDZ FP-2,Cardiac RTF inh,C-LANA FP,RTF Ca sens act,PKA-R2B activ,Rtt109 Vps75,Keap1 Nrf2 FP,DAGLB inhibitor
CC(=O)c1c(C)[nH]c(C(=O)OCn2nnc3ccccc3c2=O)c1C,-55,-1,-1.6,-5,0.5,0,7,7,-5,-5
COc1ccc(CNS(=O)(=O)c2ccc(NC(=O)N3CCCCC3)cc2)cc1,x,-3,-1.9,2,-2.1,-5,8,-4,6,-1
CCc1nnc(SCC(=O)NCCC2=CCCCC2)nc1CC,11,1,-0.1,-1,0.0,2,2,1,-3,4
CC(=O)N1C(=S)NC(=O)/C1=C1/C(=O)N(CC(=O)Nc2cccc(C)c2)c2ccccc21,-4,1,-1.1,1,2.5,3,7,-7,-2,6
Cc1ccc(Nc2c(-c3ccccn3)nc3cc(C)ccn23)cc1,-19,-9,-0.1,3,0.8,3,-6,x,-4,6
CC(=O)c1ccc(OCc2cc(C(=O)N3CCCCCCC3)no2)cc1,1,x,0.1,-8,0.1,3,-10,15,-3,-4
c1ccc(CSc2nnc(-c3ccco3)n2Cc2ccccc2)cc1,21,-5,-0.7,0,-1.0,3,1,-5,-5,-3
COc1ccc2c(c1)CC/C(=C\C=C\c1ccccc1OC)C2=O,-23,16,x,4,-0.4,8,8,-5,-2,-4
CCCn1nc2cc(C(=O)NCc3ccc(C)cc3)ccc2c1OC,14,-1,-0.8,0,-0.3,-1,3,2,1,0
O=c1[nH]c(/C=C/c2cccc3ccccc23)nc2ccccc12,-4,x,1.1,-13,35,-1,-3,-15,17*,-12
COCCN(C(=O)COC(=O)Cc1cccc(OC)c1)c1c(N)n(Cc2ccccc2)c(=O)[nH]c1=O,15,-1,-1.0,11,0.9,3,4,6,3,-4
Cc1ccccc1CN(c1ccc(C(=O)Nc2ccccc2C(=O)N2CCCC2)cc1)S(C)(=O)=O,-3,0,-1.3,-3,0.1,-1,-9,30,-3,-3
CCOC(=O)C1(CCOc2ccccc2)CCN(Cc2cccc(-n3cccn3)c2)CC1,-11,1,-3.9,0,2.0,1,-4,13,1,-5
O=C(CCC(=O)OCc1ccc([N+](=O)[O-])cc1)Nc1ccccc1Cl,23,0,-2.5,-1,-0.9,-5,-9,-8,-3,-1
CCOC(=O)C(=O)CC(=O)c1ccc2c(c1)OCCO2,-3,-1,-2.5,11,-1.1,-9,2,3,-3,0
COc1ccc(OC)c(C2=NOC(C(=O)Nc3c(C)n(C)n(-c4ccccc4)c3=O)C2)c1 (stereo unspecified),13,x,0.3,-1,-1.2,1,0,-20,-1,2
O=C(NCCCN1CCOCC1)C1CCN(S(=O)(=O)c2ccccc2)CC1,13,-5,-2.2,-12,1.5,-8,-2,-5,-2,1
CCOc1cc(/C=C/c2cc(C(=O)O)c3ccccc3n2)ccc1O,-7,-4,-0.8,-2,-0.7,2,8,9,-4,1
COc1ccc(C2C(C(C)=O)=C(O)C(=O)N2c2ccc(Br)cc2)cc1 (stereo unspecified),5,x,-0.4,-3,1.1,2,-9,-3,0,10
C[C@H]1CN=C2N(CCNC(=O)CCC3CCCCC3)[C@H](Cc3ccc(O)cc3)CN21,4,-2,0.1,2,-2.0,5,-15,-6,0,5
N#Cc1ccc(CSc2nnc(-c3cccnc3)o2)cc1,-6,x,0.1,-2,-0.7,-3,-13,-21,0,1
CC1(C)CC(=O)C2=C(C1)NCN(Cc1ccc3c(c1)OCO3)C2,22,-2,-0.8,-9,-1.2,-3,4,-5,-4,-3
CCOC(=O)C1CCN(C(=O)CN2C(=O)COc3ccc(C(C)(C)C)cc32)CC1,7,6,-0.5,2,-0.6,1,-4,-8,2,-1
COc1cccc2cc(C(=O)NCCc3ccccc3)c(=O)oc12,10,-1,-0.6,-1,-0.1,-4,-4,10,0,-4
CC(=O)CC1(O)C(=O)Nc2ccccc21 (stereo unspecified),x,1,-1.5,-4,-0.2,-3,6,3,2,1
SMILES,SR-BI uptake up,CAL PDZ FP-1,CAL PDZ FP-2,Cardiac RTF inh,C-LANA FP,RTF Ca sens act,PKA-R2B activ,Rtt109 Vps75,Keap1 Nrf2 FP,DAGLB inhibitor
CC(C)CCNC(=O)COc1ccc2c3c(c(=O)oc2c1)CCC3,19,0,-3.0,-11,0.6,-2,1,-9,-2,4
Cc1ccc(O)c(C(=O)c2cnc(/N=C(\N)N(C)C)nc2)c1,5,0,-1.5,1,-0.9,6,-7,0,0,0
COC(=O)C(Cc1c[nH]c2ccccc12)NC(=O)C1CC1 (stereo unspecified),17,-2,-2.3,-21,2.0,5,2,-5,-3,-1
CCNS(=O)(=O)c1ccc(CCC(=O)N2CCN(Cc3ccccc3)CC2)cc1,19,0,-0.8,-7,1.4,-4,-7,-5,2,0
COc1ccc(C)cc1NC(=O)CN(c1ccc(F)cc1)S(C)(=O)=O,-12,-4,-2.6,0,2.6,-5,-1,21,0,-4
Cc1cc(C)cc(NC(=O)Cn2ncn3c(cc4ccccc43)c2=O)c1,-18,2,0.1,-12,-0.8,6,-3,3,-3,-2
COc1cccc(C2/C(=C(\O)c3ccc4c(c3)OCCO4)C(=O)C(=O)N2CCCN2CCOCC2)c1OC (stereo unspecified),24,x,-0.3,-2,-1.1,2,6,8,-6,-1
OC(COc1ccccc1)CN1CCCC1 (stereo unspecified),12,x,-1.1,-7,0.1,6,8,-5,-2,-2
Cc1cccc(C)c1NC(=O)C1CCCN(CCCc2ccccc2)C1 (stereo unspecified),-7,-3,1.0,2,-0.4,-3,6,8,-4,-1

# In the list so far, these contain a furan ring, fused or not:
SMILES,SR-BI uptake up,CAL PDZ FP-1,CAL PDZ FP-2,Cardiac RTF inh,C-LANA FP,RTF Ca sens act,PKA-R2B activ,Rtt109 Vps75,Keap1 Nrf2 FP,DAGLB inhibitor
CC(OC(=O)c1oc2ccccc2c1CSC1CCCCC1)C(=O)NC(N)=O (stereo unspecified),-19,0,-0.7,-4,0.4,2,-5,3,1,-1
CCCOc1cccc(C2C(C(=O)c3ccco3)=C(O)C(=O)N2c2nnc(C)s2)c1 (stereo unspecified),9,4,-0.3,-11,1.2,12,0,-2,-7,2
c1ccc(CSc2nnc(-c3ccco3)n2Cc2ccccc2)cc1,21,-5,-0.7,0,-1.0,3,1,-5,-5,-3

# Individual results from the list.
# Under Keap1 Nrf2 FP, Cc1ccc(O)c(C(=O)c2cnc(/N=C(\N)N(C)C)nc2)c1 is entered as 0
# Under C-LANA FP, COc1ccc(C)cc1NC(=O)CN(c1ccc(F)cc1)S(C)(=O)=O is entered as 2.6
